ERK EGF block = inhibitors of EGF-stimulated ERK signaling pathway; HEK293-V1b, EGF-stimulated phospho-ERK AlphaScreen; Potency, µM (highest dose often 11.5 µM), inactives show top-dose activity change, negative = inhibition, actives largely listed as inhibitors; 0.41% of 130,000 active; AID 1454; active = well fitted inhibition curve with a large enough effect; inconclusive = small, poorly fitted or top-dose-only effect, or effect the other way;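 also: plate controls were stimulated vehicle wells for no effect and unstimulated vehicle basal for full effect; nearly all actives have a fitted effect of over 55% in size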
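Homogeneous cell-based phospho-ERK assay: HEK293/V1b cells in 1% FBS, compound 30 min then EGF 5 min, AlphaScreen luminescence. Activity normalized between DMSO and 25 nM EGF controls; AC50 from Hill modelling.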
Numbers without * were called inactive; ? = inconclusive; & = joins results of further samples; [ ] = another dose, or the depositor's remark. Potency is read from the fitted curve at half-maximal effect. Only part of the results is shown (hit frequency here may not be typical).

SMILES	ERK EGF block
COC(=O)c1ccc(C(NC(=O)OCc2ccccc2)/C(C)=C/[C@@H](C)C(=O)NCc2cc(C)on2)cc1 (some centres undefined)	5%
c1ccc(-c2ncc(CN3CCN(c4ccccn4)CC3)[nH]2)cc1	-9%[57.5 µM]
COC(=O)c1cnn2c(C)c(Cc3cccc(F)c3)c(C)nc12	16%
CCN(C(=O)COC(=O)CNC(=O)c1ccc(C)c(C)c1)C1CCS(=O)(=O)C1 (centres undefined)	6%
O=C(Nc1ccccc1C(F)(F)F)c1ncn[nH]1	-5%[57.5 µM]
Fc1ccc(N2CCN(/C=C/c3nnnn3-c3ccccc3)CC2)cc1	11%
O=[N+]([O-])c1cc(-c2ncccn2)cs1	4%
CCOc1cccc(CNCCSc2nnnn2C)c1	3%
c1ccc(CSC2=NNC(c3ccccn3)S2)cc1 (centres undefined)	28%[57.5 µM]
S=C(Nc1ccccc1Cl)NC1CCC(NC(=S)Nc2ccccc2Cl)CC1 (centres undefined)	-13%[57.5 µM]
OCCC#Cc1ccc(CN2CCN(Cc3ccsc3)C(CCO)C2)cc1 (centres undefined)	-6%
CC(=O)Nc1ccc(NC(=O)Nc2ccc(C)cc2C)cc1	1%
COCCSc1ccccc1C(=O)Nc1ccc([N+](=O)[O-])cc1OC	-7%
CCCCc1nc2sc3c(SCCN(C)C)ncnc3c2c2c1CCC2	?
O=c1cc(-c2ccccc2O)oc2c1ccc1ccccc12	-4%
CCC(=O)Nc1cccc(NC(=S)NC(=O)c2ccc(Cl)cc2Cl)c1	7%
N#C/C(=C\c1ccc(N2CCOCC2)o1)C(=O)N1CCOCC1	-2%
CCOC(=O)CC1COCCN1Cc1cn[nH]c1-c1cc(OC)c(OC)c(OC)c1 (centres undefined)	6%[57.5 µM]
O=C(CCl)N1c2ccccc2OCC1c1ccccc1 (centres undefined)	16%
COc1ccc(S(=O)(=O)N2CCc3ccccc32)cc1C(=O)OCC(=O)c1c(N)n(C)c(=O)n(C)c1=O	25%
CC(=O)NCCn1c(SCC(=O)NCC2CCCO2)nc2ccccc2c1=O (centres undefined)	-4%
O=C(CSc1nc(C2CC2)nc2c1cnn2-c1ccccc1)Nc1c[nH]c(=O)[nH]c1=O	2%
Cc1ccc(NS(=O)(=O)c2cc(NC(=O)c3cc4c(s3)CCCC4)ccc2C)c(C)c1	-2%
Cc1ccc(C(CC(=O)O)Nc2nc(N3CCOCC3)nc(N3CCOCC3)n2)cc1 (centres undefined)	-6%
COc1ccc(OCC(=O)NNC(=O)c2cccc(O)c2)cc1	3%[57.5 µM]
COc1cccc(OC)c1NC(=O)CN1CCC(NC(=O)c2cccc(F)c2)CC1	6%
Cc1ccc([N+](=O)[O-])cc1S(=O)(=O)N1CCN(C)CC1	-4%
Cc1ccc(S(=O)(=O)Nc2ccc3c(c2)c2c(n3S(=O)(=O)c3ccc(C)cc3)CCCC2=O)cc1	-10%
COc1ccc(Nc2n[nH]c(C)c2[N+](=O)[O-])cc1	4%
Cc1ccc(NC(=O)C(=O)NCCN2CCN(S(=O)(=O)c3ccccc3)CC2)cc1C	-13%

An excerpt of these results, with each value named.
> O=C(CSc1nc(C2CC2)nc2c1cnn2-c1ccccc1)Nc1c[nH]c(=O)[nH]c1=O
  ERK EGF block: 2%
> CCC(=O)Nc1cccc(NC(=S)NC(=O)c2ccc(Cl)cc2Cl)c1
  ERK EGF block: 7%
> Cc1ccc(S(=O)(=O)Nc2ccc3c(c2)c2c(n3S(=O)(=O)c3ccc(C)cc3)CCCC2=O)cc1
  ERK EGF block: -10%
> Cc1ccc(NS(=O)(=O)c2cc(NC(=O)c3cc4c(s3)CCCC4)ccc2C)c(C)c1
  ERK EGF block: -2%

Next results
SMILES	ERK EGF block
Cc1ccc(N(Cc2ccc(C(=O)NN=C3CCN(C)CC3)cc2)S(C)(=O)=O)cc1C	9%
COc1ccc2c(c1)C(=O)[C@H](OC(=O)Nc1ccc(OC(F)F)cc1)[C@@H](c1ccc(OC)c(Br)c1)O2	0%
CCCOC(=O)c1c(-c2ccccc2)nc(CC)c(C(=O)SCC)c1CCC	7%
NC(=O)[C@H]1CC2(CC(c3cccc(NC(=O)COc4ccc(Cl)cc4)c3)=NO2)CN1C(=O)c1ccccc1C(=O)c1ccccc1 (some centres undefined)	-4%[57.5 µM]
CS(=O)(=O)N(Cc1ccc(C(=O)NCCSc2ccccn2)cc1)c1ccccc1	9%
NCc1oc(-c2ccccc2)cc1C(=O)O	-4%
N#CCC(=O)N/N=C/c1cc(-c2ccccc2)n(-c2ccc(Cl)cc2)c1-c1ccccc1	0%
CCOC(=O)c1cc(-c2ccccc2)sc1NC(=O)c1ccc(OC)c(OC)c1	-3%
O=C(Nc1nc(-c2ccc(Cl)cc2)cs1)NC1CCCCC1	?
S=C(NCCc1ccccc1)NCc1cccs1	4%
COc1ccccc1/C=C/C(=O)NCC(=O)n1nc(C)cc1C	-3%[57.5 µM]
COc1ccccc1-c1cncnc1NCCN1CCOCC1	27%
CC(=O)c1cccc(NC(=O)c2csc3c2CCCCC3)c1	-13%
Nc1ccc(C(=O)Oc2ccc([N+](=O)[O-])cc2)cc1	-1%[57.5 µM]
C=C(C)Cn1c(SCC(=O)N/N=C/c2cccc(O)c2)nc2ccccc2c1=O	-1%
O=S(=O)(c1ccc(Cl)c(NC(=S)N/N=C/c2ccc(O)cc2)c1)N1CCOCC1	28µM*
Cc1ccc(NC(=O)CCn2cnc3cc(C)c(C)cc32)cc1	-5%
O=C(NCc1nc2ccccc2[nH]1)c1ccc([N+](=O)[O-])cc1	-6%
NC(=O)OC[C@H](O)COc1ccc(Cl)cc1	3%[25.7 µM]
CCC(=O)/C=C1\Sc2ccccc2N1CC	-6%
Cc1cc(OC(=O)C(c2ccccc2)c2ccccc2)c([N+](=O)[O-])c(=O)[nH]1	2%
CCOC(CCn1c(SCc2ccc([N+](=O)[O-])cc2)nc2ccccc2c1=O)OCC	2%
CCOC(=O)CC(=O)CSc1nccc(-c2cccnc2)n1	-8%[57.5 µM]
CS(=O)(=O)N(CC(=O)Nc1cccc([N+](=O)[O-])c1)c1cccc(F)c1	-13%
Cc1cccc(C)c1NC(=O)CNC(=O)CCC(=O)c1cccs1	3%
COC(=O)c1cc(C(=O)NCc2ccccc2)c(=O)[nH]c1C	2%
Clc1cccc(N/N=C/c2ccc(N3CCOCC3)s2)c1	?
CC(=O)Nc1ccc(S(=O)(=O)Nc2nc(C)nc3sc4c(c23)CCC4)cc1	-11%[57.5 µM]
CC(C)Nc1nc(Cl)nc(N(C#N)CN2C(=O)c3ccccc3S2(=O)=O)n1	0%[57.5 µM]
O=C(C[n+]1ccccc1)c1ccc(NC(=O)c2ccccc2)cc1	7%

Random excerpt: five entries already listed, in no set order.
SMILES	ERK EGF block
CC(C)Nc1nc(Cl)nc(N(C#N)CN2C(=O)c3ccccc3S2(=O)=O)n1	0%[57.5 µM]
Cc1cccc(C)c1NC(=O)CNC(=O)CCC(=O)c1cccs1	3%
COC(=O)c1cc(C(=O)NCc2ccccc2)c(=O)[nH]c1C	2%
Cc1ccc(NC(=O)CCn2cnc3cc(C)c(C)cc32)cc1	-5%
CCOC(CCn1c(SCc2ccc([N+](=O)[O-])cc2)nc2ccccc2c1=O)OCC	2%

Remaining list, next part.
SMILES	ERK EGF block
CN=c1scc(-c2ccco2)n1/N=C/c1ccc(O)c(O)c1	-5%
O=C(Cc1cccc2ccccc12)NC(NC(=S)Nc1ccccc1Cl)C(Cl)(Cl)Cl (centres undefined)	-8%
COc1ccc2[nH]c(=O)c(CN(C(=O)c3cccnc3)c3ccccc3C)cc2c1	-1%[57.5 µM]
Cc1nn(Cc2ccc(F)cc2Cl)c(C)c1[N+](=O)[O-]	-4%
CC1(c2nnc(-c3ccccc3)o2)CC(c2cccnc2)=NO1 (centres undefined)	-2%[57.5 µM]
N/C(=N\OC(=O)COc1cc(Cl)c(Cl)cc1Cl)c1ccncc1	-5%
COCCCNC(=O)CNC(=S)N(Cc1cc(OC)c(OC)c(OC)c1)C1CCCC1	4%
c1cncc(CSc2ccc(-c3ccc4c(c3)OCO4)nn2)c1	3%
COC(=O)c1c(NC(=O)c2ccccc2N(C)S(=O)(=O)c2ccccc2)sc2c1CCCC2	?
O=c1cnnc(SCc2ccc([N+](=O)[O-])cc2)[nH]1	3%
O=C(CSc1nnc(-c2ccc(C(F)(F)F)cn2)o1)Nc1ccccc1Cl	3%[57.5 µM]
CCOC(=O)Cc1c(C)nc2c(-c3ccccc3)c(C)nn2c1C	1%
Cc1nc2c(c(=O)c3ccccc3n2C)c(=O)n1-c1ccc(F)cc1	-7%[57.5 µM]
Cc1cc(C(=O)CSc2nn3c(=O)c(C(C)(C)C)nnc3s2)c(C)n1C1CC1	?
COc1cccc(C2(c3cccc(OC)c3)CC2C(=O)Nc2ccccc2Cl)c1 (centres undefined)	9%

Taken from above:
ERK EGF block result of CC1(c2nnc(-c3ccccc3)o2)CC(c2cccnc2)=NO1 (centres undefined) = -2%[57.5 µM]
ERK EGF block result of Cc1nn(Cc2ccc(F)cc2Cl)c(C)c1[N+](=O)[O-] = -4%
ERK EGF block result of CN=c1scc(-c2ccco2)n1/N=C/c1ccc(O)c(O)c1 = -5%

Three consecutive entries out of the list so far:
SMILES	ERK EGF block
Cc1nc2c(c(=O)c3ccccc3n2C)c(=O)n1-c1ccc(F)cc1	-7%[57.5 µM]
Cc1cc(C(=O)CSc2nn3c(=O)c(C(C)(C)C)nnc3s2)c(C)n1C1CC1	?
COc1cccc(C2(c3cccc(OC)c3)CC2C(=O)Nc2ccccc2Cl)c1 (centres undefined)	9%

(cont.)
SMILES	ERK EGF block
CC1=CC(c2ccccc2)n2nc(N3C(=O)CCC3=O)nc2N1 (centres undefined)	5%
COCCN1Cc2cc3cc(C)ccc3nc2SC1=Nc1ccc(OC)cc1	-2%
CCCCCOc1ccc(Br)cc1CSC(=N)N	-6%
CCN1C/C(=C/c2cccs2)c2nc3ccccc3c(C(=O)O)c2C1	-9%[57.5 µM]
COc1ccc([N+](=O)[O-])cc1NC(=O)N(C)Cc1ccco1	7%[57.5 µM]
Cc1ccc(NC2=NCC(=O)N2Cc2cccs2)cc1C	2%
Cc1ccc(S(=O)(=O)NCC(=O)N(CC(=O)NCC2CCCO2)CC2CCCO2)cc1 (centres undefined)	-1%
Cc1cc(C)c(NC(=S)N(CCCN2CCN(C)CC2)Cc2cccs2)c(C)c1	3%
O=C(Nc1cccc(S(=O)(=O)N2CCCCC2)c1)Nc1ccc(Cl)cc1Cl	3%
CC(C)OC(=O)Cn1nc(C(F)(F)F)c2c1CCCC2	-1%
C[C@@H](C(=O)NCCc1c[nH]c2ccccc12)[C@@H]1C[C@@]1(C)[C@@H](NC(=O)OCc1ccccc1)c1ccccc1	8%&-1%
Cc1cccc(/C=N/N(CCO)C2=NS(=O)(=O)c3ccccc32)c1	3%
CSc1ncc(-c2ccc(Cl)cc2)[nH]1	?
CN(C)c1ccc(/C=N\NC(=O)c2cccc3cc[nH]c23)cc1	-2%[57.5 µM]
O=C(COc1ncnc2ccccc12)Nc1cccc([N+](=O)[O-])c1	3%
C=CCSC1=N/C(=C\c2ccc(C(=O)O)cc2)C(=O)S1	-2%
CCc1c(SCCC(=O)O)nc2ccccc2c1C	-8%
CCCCC(=O)OCC(=O)c1ccc(OCC)cc1	3%
CCC(=O)Nc1ccc(-c2cc3ccccc3oc2=O)cc1	-12%
Cc1ccc(C)n1-c1ccc(C(=O)Nc2ccccc2F)cc1	-9%
Cc1ccc(Cn2cc(/C=N/NC(=O)Cc3nnc(NC(=O)c4ccc(C)cc4)s3)c3ccccc32)cc1	-13%
CCOC(=O)N1CCC(NC(=O)C2=C(C)C(=O)OC23CCC(C)CC3)CC1 (centres undefined)	8%
CCOc1nc(NCCN2CCOCC2)nc(NC(C)C)n1	-1%
Cc1cc(OCC(=O)c2cccc(C(F)(F)F)c2)n2cnnc2n1	10%[57.5 µM]
Nc1cc2c(cc1[N+](=O)[O-])OCCO2	0%
CCOC(=O)c1c(C)[nH]c(C)c1C(=O)COC(=O)c1cc(OC)cc(OC)c1	-9%
S=C(NCC1CC1)N/N=C/c1ccccc1Cl	3%[57.5 µM]
CCn1c(CSc2n[nH]c(N)n2)nc2cc(C(=O)O)ccc21	0%
C/C(=N\NC(=O)COc1ccccc1)c1cccs1	6%
Cc1ccc(S(=O)(=O)NC(=O)NC(C)Cc2ccccc2)cc1 (centres undefined)	-7%
C/C(N)=C(/C#N)C(=O)COC(=O)c1ccccc1Oc1ccccc1	-8%
O=C(CP(=O)(c1ccccc1)c1ccccc1)N/N=C/c1cc(Br)cc(Br)c1O	-1%
CC(C)C12CN3CC(C(C)C)(CN(C1)C3(C)C)C2=O	2%
O=C(C[n+]1cccc(CNC(=O)c2ccc(OC(F)F)cc2)c1)Nc1ccccc1Cl	10%
CCC(CC)NC(=O)COC(=O)c1ccc(OCc2ccc(C(C)=O)cc2OC)c(OC)c1	-3%
CCN(CC)CCn1c(=N)n(CC(O)c2ccco2)c2ccccc21 (centres undefined)	-1%
CC(=O)COc1ccc2c(-c3ccccc3)cc(=O)oc2c1	5%
Cc1cc(C)cc(N=Cc2c(O)c3ccccc3oc2=O)c1	-10%
CCOc1ccc(CC(=O)N2CCN=C2SC)cc1	-7%
C/C(=N\NC(=O)CCCCCNC(=O)c1ccccc1)c1ccccc1O	-2%
Nc1ccc(C(=O)O)cc1[N+](=O)[O-]	2%
O=C(Cc1ccccc1)NC(=S)Nc1ccc(N2CCCCC2)cc1	?
Cc1cccc(CNc2ncnc3ccc(-c4ccccc4CN(C)C)cc23)c1	16%
O=C(C1=C[C@@H](C2CC2)C[C@@H](OCc2ccc(CO)cc2)O1)N1CCN(Cc2ccccc2)CC1	-13%[57.5 µM]
O=C(CCCC(=O)OCC(=O)c1cccs1)Nc1ccc(F)cc1	-6%
CCc1c(C)nc(SCC(=O)N2C(C)CCCC2C)[nH]c1=O (centres undefined)	3%
O=C(O)CCC(=O)N1CCC(n2nnc3cc(C(F)(F)F)ccc32)CC1	-1%[57.5 µM]

Screening results: PubChem, National Center for Advancing Translational Sciences (NCATS)
